Compound activity (PubChem)
VIM-2 inh: blocks Pseudomonas aeruginosa VIM-2 metallo-beta-lactamase. inhibition, % at 5.6 µM. purified VIM-2, nitrocefin hydrolysis, epi-absorbance fluorescence. 290,000 tested, 0.89% active;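 active = inhibition above the mean of all tested compounds plus 3 SD, cutoff set per screening run, cut at about 7.5% in these data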;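 note: red hydrolysis product quenches plate fluorescence so inhibitors raise well fluorescence; 0% = enzyme with DMSO and 100% = DMSO without enzyme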
HCV NS3 hel inh: HCV NS3 helicase inhibition. NS3 helicase DNA unwinding, Cy5 molecular beacon fluorescence. 290,000 tested, 0.56% active. inhibition, % at 10.9 µM;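 active = inhibition above the mean of all tested compounds plus 3 SD, set per campaign, cut at about 35% in these data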;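 note: 0% = DMSO wells and 100% = thioflavine S control wells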
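Test system: hepatitis C virus NS3 helicase domain fragment enzyme. Also added: annealed dual-labelled DNA beacon duplex, ATP-started. Timing: 60 min unwinding reaction at 25 °C after ATP addition. Technique: Cy5 fluorescence. Measure: % inhibition of unwinding.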
IMP-1 inh: blocks Pseudomonas aeruginosa IMP-1 metallo-beta-lactamase; purified IMP-1, nitrocefin hydrolysis, epi-absorbance fluorescence; inhibition, % at 5.6 µM; 290,000 tested, 0.45% active; AID 1556;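 active = inhibition above the mean plus 3 SD of all compounds in the same screening run, cut at about 4.5% in these data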;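 note: 0% = IMP-1 with DMSO and 100% = DMSO wells lacking enzyme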
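Test system: recombinant IMP-1 enzyme, purified / Medium: HEPES buffer pH 7.1 with ZnSO4 and Brij 35 / Doses: single dose, 5.6 µM / Times: 25 °C, 15 min preincubation, 25 min reaction / Detection: Epi-absorbance via hydrolysed-nitrocefin quenching of white-plate fluorescence, 480/530 nm, EDTA stop / Evaluation: percent inhibition from optical density relative to buffer-blank wells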
GPR7 antag: human neuropeptides B/W receptor 1 antagonism | P48145 | GPR7-expressing cells, fluorescence antagonist assay | inhibition, % at 4.4 µM | 290,000 tested, 1.1% active; in the data active = inhibition above about 16%, passing the limit was not always enough;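 note: cells stimulated with the agonist NPW; 0% = agonist with vehicle and 100% = vehicle without agonist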
Target sequence (P48145 whole entry, looked up): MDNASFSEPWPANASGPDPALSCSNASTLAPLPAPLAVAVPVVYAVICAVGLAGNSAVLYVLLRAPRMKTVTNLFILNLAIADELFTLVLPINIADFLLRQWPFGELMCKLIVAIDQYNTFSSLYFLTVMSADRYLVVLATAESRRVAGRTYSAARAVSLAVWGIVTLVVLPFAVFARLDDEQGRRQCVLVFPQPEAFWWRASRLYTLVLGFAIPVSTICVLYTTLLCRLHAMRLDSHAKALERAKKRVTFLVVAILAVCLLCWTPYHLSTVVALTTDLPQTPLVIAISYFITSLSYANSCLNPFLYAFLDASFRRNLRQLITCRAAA
OXTR ag: activates the human oxytocin receptor; P30559; CHO-OTR cells, Fluo-8 calcium fluorescence; normalized: DMSO 0%, oxytocin 100%; activation, % at 3 µM; 320,000 tested, 0.32% active; AID 2435;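 active = activation above the mean of all tested compounds plus 3 SD, cutoff set per screening run, cut at about 20% in these data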;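 note: peak over basal fluorescence ratio from a 100 s FLIPR kinetic read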
GalR3 antag: antagonists of human GalR3; O60755; HEK293 GalR3-CNG cAMP membrane potential fluorescence; galR3 body fused to GalR1 C-terminus; inhibition, % at 3 µM; 360,000 tested, 0.44% active; AID 651719;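 active = inhibition above the screen-wide average plus 3 SD, cut at about 13% in these data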;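 note: forskolin and galanin both at EC90 stimulate the cells; cAMP rise reported by CNG channel membrane potential dye signal; 0% = forskolin plus galanin with DMSO and 100% = forskolin alone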
FID counter: fluorescent intercalator displacement, NS3 helicase counter-screen | DNA fluorescent intercalator displacement, fluorescence | inhibition, % at 7.9 µM | 290,000 tested, 0.17% active; in the data active = inhibition above about 37%;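 note: 0% = vehicle and 100% = reference compound; higher means more ethidium bromide displaced from hairpin DNA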
PHOSPHO1 inh: inhibitors of human PHOSPHO1 phosphatase; Q8TCT1; recombinant PHOSPHO1, absorbance phosphatase assay; inhibition, % at 13.3 µM; 290,000 tested, 1.1% active; AID 1565; in the data active = inhibition above about 60%
Target sequence (Q8TCT1 whole entry, looked up): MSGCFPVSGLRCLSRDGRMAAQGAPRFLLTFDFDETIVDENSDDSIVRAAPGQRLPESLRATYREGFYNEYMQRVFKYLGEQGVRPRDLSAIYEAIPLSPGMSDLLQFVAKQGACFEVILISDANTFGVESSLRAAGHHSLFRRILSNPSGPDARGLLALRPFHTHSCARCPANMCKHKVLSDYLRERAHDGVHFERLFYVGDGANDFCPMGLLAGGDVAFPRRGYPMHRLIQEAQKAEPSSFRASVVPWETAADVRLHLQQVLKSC
V1R ag counter: V1a receptor agonism, counter-screen for OXTR agonists. CHO-V1R cells, Fluo-8 calcium fluorescence, agonist mode; 0% DMSO, 100% 3 nM vasopressin. AID 2797. P37288. activation, % at 3 µM. 320,000 tested, 0.25% active;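 active = activation above the mean activation of all tested compounds plus 3 SD, per screening run, cut at about 20% in these data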;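 note: signal is peak over basal fluorescence ratio across a 100 second FLIPR read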
Target sequence (P37288 whole entry, looked up): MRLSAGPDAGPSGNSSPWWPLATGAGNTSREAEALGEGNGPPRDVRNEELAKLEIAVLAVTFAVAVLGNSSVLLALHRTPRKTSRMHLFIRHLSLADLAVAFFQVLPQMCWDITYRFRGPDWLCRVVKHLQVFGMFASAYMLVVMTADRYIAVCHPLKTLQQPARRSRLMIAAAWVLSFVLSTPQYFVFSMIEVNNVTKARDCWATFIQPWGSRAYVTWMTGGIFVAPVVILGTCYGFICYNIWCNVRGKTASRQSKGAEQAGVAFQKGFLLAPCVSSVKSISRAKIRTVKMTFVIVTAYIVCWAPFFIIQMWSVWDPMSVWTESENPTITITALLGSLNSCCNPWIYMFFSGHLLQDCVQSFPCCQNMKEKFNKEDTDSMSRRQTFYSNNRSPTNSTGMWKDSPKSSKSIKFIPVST
* marks the source's active call; other numbers are inactive results; . = no result given.

SMILES	VIM-2 inh	HCV NS3 hel inh	IMP-1 inh	GPR7 antag	OXTR ag	GalR3 antag	FID counter	PHOSPHO1 inh	V1R ag counter
CNC(=O)COC(=O)/C=C/c1cccs1	1.5	-2	-1.6	5	-0.2	7	4	44	0.4
CCCCCN(C(=O)CCC(=O)OCc1ccccc1Cl)c1c(N)n(CCCC)c(=O)[nH]c1=O	2.2	3	0.5	24	0.0	-4	-33	29	0.9
O=C(Cc1noc2ccccc12)Nc1ccccn1	-3.6	9	-1.0	-13	0.6	-2	-5	4	1.0
COc1ccc(OCc2ccc(C(=O)N3CCOCC3)cc2)cc1	-0.6	3	-2.0	9	0.8	-2	-10	-23	1.3
NC(=O)CN1CCN(c2ccccc2F)CC1	-0.6	2	-1.7	-9	0.2	-2	0	7	-0.5
Cc1cc(C)n(CCN(C)C(=O)c2cc(COc3c(F)cccc3F)on2)n1	-2.1	6	-2.3	-5	-0.1	0	-20	20	-0.1
Cc1ccc(CNC(=O)c2ccc3c(=O)n(CCCN4CCCC4=O)c(=S)[nH]c3c2)cc1	-8.2	17	-3.1	-4	-0.7	4	-12	31	0.3
CC(Sc1ccccc1)C(=O)NN=C1CCCCCC1 (stereo not given)	-1.1	-8	-1.5	4	-1.1	-4	-7	-1	0.2
Cc1cccc(N2C(=O)SC(N(CC(=O)O)c3cccc(C)c3)C2=O)c1 (stereo not given)	-1.8	1	-3.9	-7	1.8	-2	-4	24	8.6
CCNC(=O)NC(=O)C(C)OC(=O)CNS(=O)(=O)c1c(Cl)cc(Br)cc1Cl (stereo not given)	0.8	-1	-1.9	-11	-0.5	-3	-10	28	-0.4
Nc1ccccc1Oc1ncc(C(F)(F)F)cc1Cl	-7.0	1	-2.1	-7	-1.2	3	-6	-3	-0.2
Cc1c(C)c2c(OCC(=O)N3CCC(O)CC3)cc3c(c2oc1=O)CCC(C)(C)O3	4.0	3	-0.7	6	-0.7	-4	-33	13	-0.3
O=C(O)CCc1ccc(-c2cccs2)n1CCC(=O)O	-0.5	13	-1.7	2	0.5	-2	-17	29	5.7
CCCN1C(=O)/C(=C/c2c(N3CCNC(=O)C3CC(=O)OC)nc3c(C)cccn3c2=O)SC1=S (stereo not given)	-0.1	-3	2.1	-1	.	.	-6	43	.
Nc1nc2ccccc2n1CCOc1ccc(Br)cc1	-1.3	-61	-0.7	18	21*	-6	15	.	7.4

Entries of single compounds, looked up by structure:
Cc1ccc(CNC(=O)c2ccc3c(=O)n(CCCN4CCCC4=O)c(=S)[nH]c3c2)cc1 as listed: VIM-2 inh: -8.2; HCV NS3 hel inh: 17; IMP-1 inh: -3.1; GPR7 antag: -4; OXTR ag: -0.7; GalR3 antag: 4; FID counter: -12; PHOSPHO1 inh: 31; V1R ag counter: 0.3
CNC(=O)COC(=O)/C=C/c1cccs1 as listed: VIM-2 inh: 1.5; HCV NS3 hel inh: -2; IMP-1 inh: -1.6; GPR7 antag: 5; OXTR ag: -0.2; GalR3 antag: 7; FID counter: 4; PHOSPHO1 inh: 44; V1R ag counter: 0.4

The list continues:
SMILES	VIM-2 inh	HCV NS3 hel inh	IMP-1 inh	GPR7 antag	OXTR ag	GalR3 antag	FID counter	PHOSPHO1 inh	V1R ag counter
O=C(CCCC(=O)OCC(Cl)=C(Cl)Cl)Nc1ccccc1	-2.3	2	-4.8	1	-1.7	5	-9	6	1.0
CSc1nnc(CNS(=O)(=O)c2ccc(Br)cc2)n1C	-2.8	-1	-1.2	-12	-0.6	-1	-2	38	0.1
CCO[C@@H]1OC(C(N)=O)=C[C@H](c2ccc3c(c2)OCO3)[C@H]1CCCO	-1.6	-6	-0.8	-10	1.2	-4	-6	24	0.4
CC(C)(C)C(=O)OCC1OC(n2cnc(C(N)=O)n2)C(O)C1O (stereo not given)	-2.4	-2	-4.6	-4	1.7	-1	0	-28	0.8
CN(C(=O)c1cc2nc(-c3ccco3)cc(C(F)(F)F)n2n1)C1CCCCC1	-4.3	5	-1.6	1	-1.3	-8	-3	26	0.8
O=C(NCc1ccccc1Cl)/C(=C\c1cccnc1)NC(=O)c1ccccc1	-3.2	1	0.7	-6	-0.1	-7	-12	45	1.7
CC12CN3CCN(CC(C3)/C1=N/N=C/c1cccc([N+](=O)[O-])c1)C2	-1.7	-17	-3.0	-14	-0.4	-1	1	-8	-0.3
CC(Nc1n[nH]c(=O)[nH]c1=O)C(=O)N/N=C/c1ccccc1 (stereo not given)	-3.1	8	-3.5	-9	0.6	-6	1	-8	0.7
COc1ccc(C2C(C(=O)/C=C/c3ccco3)=C(O)C(=O)N2CCN2CCOCC2)cc1OC (stereo not given)	-3.6	9	-1.9	-12	0.9	-3	-29	2	-0.6
COc1ccc(/C=C(/NC(=O)c2ccccc2)C(=O)NCCN2CCOCC2)cc1OC	-0.4	9	-2.3	-7	0.4	2	-2	12	0.7
Cc1cc(N2CCCC2=O)ccc1S(=O)(=O)NCCOc1ccccc1	-1.4	-6	-1.5	-1	5.6	-11	-11	35	7.5
O=C(CCC(=O)OCc1ccc(Cl)cc1)Nc1ccccc1	-2.8	-1	-2.3	1	-0.4	-5	3	27	-0.2
CCOC(=O)C1=C(C)N(c2ccc(OCC)cc2)C(=O)/C1=C\c1ccco1	-0.3	13	1.3	-6	-1.2	-6	-10	9	-0.3
N#CCCN(C(=O)COC(=O)c1cccc(S(=O)(=O)N2CCCC2)c1)c1ccc(F)cc1	-3.6	3	-1.8	-1	1.7	-1	-30	.	1.8
NC(=O)Cn1nc([N+](=O)[O-])nc1Oc1ccc(Br)cc1	-4.7	4	-3.6	4	-0.1	-6	12	18	0.5
CCCCC(O)(c1ccc(CC)cc1)C(CN1CCOCC1)c1ccccc1 (stereo not given)	-2.8	-37	-2.7	-25	.	-13	-10	48	.
O=C(NCc1ccc(Cl)cc1)N1CCN(Cc2ccccc2)CC1	-1.8	-12	-1.1	-1	1.5	2	-10	19	1.0
C/C=C(\C)CN1CCC(n2nccc2NC(=O)c2ccc3c(c2)OCO3)CC1	-1.6	12	-1.2	-9	-0.6	0	5	23	0.1
CC(=O)Nc1ccc(S(=O)(=O)NNC(=O)c2cccc(Cl)c2)cc1	-4.4	10	-4.5	-10	0.8	-5	-9	21	0.0
CCC(=O)N1c2ccc(S(=O)(=O)CCC(=O)NCc3ccc4c(c3)OCO4)cc2CC1C (stereo not given)	-2.6	3	-5.0	-13	0.1	0	-5	22	0.9
COC(=O)CCC(NC(=O)c1cc(-c2ccc3c(c2)OCCO3)oc1C)C(=O)OC (stereo not given)	-3.5	-4	-1.5	-9	-2.1	-3	-17	13	-1.1
Cn1c2ccccc2n2c(=O)c(=O)n(CC(=O)c3ccc(Cl)cc3)nc12	-2.0	-3	-2.5	-9	-0.3	5	0	12	4.2
S=C(NC1CCCCC1)N1CCOCC1	-3.3	3	-2.7	-11	0.9	-6	-1	-7	0.0
COCC(=O)N(Cc1cc2ccc(C)cc2[nH]c1=O)c1cccc(C)c1	-0.7	6	-2.3	-17	0.3	-6	-24	.	-0.4
O=C(Nc1ccc(S(=O)(=O)Nc2ncccn2)cc1)c1cccc(S(=O)(=O)N2CCOCC2)c1	-1.9	9	-3.0	-15	-0.5	-5	-2	19	-0.2
COc1cc(C2C(C#N)=C(N)OC3=C2C(=O)CCC3)cc2c1OCO2 (stereo not given)	-0.9	6	-3.1	8	0.6	-8	-3	31	2.3
CCc1cccc2c(C#N)cn(CC(=O)NCc3ccco3)c12	-2.1	1	-4.2	-2	1.4	-5	-7	-7	1.1
Cn1c(=O)c2cc(S(=O)(=O)Nc3ccc4c(c3)OCO4)ccc2n(C)c1=O	0.5	5	1.3	8	3.5	0	3	7	1.8
O=C(O)CCn1ccc2cc(S(=O)(=O)N3CCCCCC3)ccc21	1.5	14	1.1	-11	0.3	3	-43	26	0.8
COc1ccc2ccccc2c1CNCCCN1CCOCC1	-4.7	12	-2.5	-5	-0.1	-3	33	46	0.0
Cc1nc(Nc2ccc(Cl)cc2)c2oc3ccccc3c2n1	1.8	22	-1.8	-15	-2.7	-9	6	.	-0.8
Cc1ccc(N(C(=O)CNC(=O)c2ccco2)C(C(=O)NC2CCCC2)c2cccnc2)cc1F (stereo not given)	-1.6	-10	-6.6	-5	1.2	1	-40	-12	-0.3
Cc1ccccc1C(=NCCCN(C)C)c1ccccc1C	-2.1	4	-2.6	-10	-0.8	-6	3	-1	0.3
COc1ccc(Cl)cc1S(=O)(=O)n1ccnc1C(C)C	-2.1	-6	-1.8	-4	0.4	.	-5	-5	-0.2
CN1CCN(c2ccc(NC(=O)c3ccc(-c4ccc(Cl)cc4)o3)cc2)CC1	28*	-89	-1.3	7	3.6	-4	38*	23	2.0
CCOc1ccc(CCNC(=O)c2ccc3c(=O)n4c(nc3c2)CCCCC4)cc1	-1.7	1	-2.9	-6	-0.8	2	-51	55	0.2
Nc1nnc(Cc2cccc(Br)c2)s1	-1.6	9	-2.2	8	0.0	-5	-2	28	0.5
O=C(c1ccc(Br)s1)N1CCN(Cc2ccc3c(c2)OCO3)CC1	-2.2	-6	-2.0	9	-1.4	-7	-21	-50	3.2
COc1ccc(-c2cc(C(F)(F)F)n3nc(N)nc3n2)cc1	4.3	4	-2.4	-12	-1.2	.	-6	5	-0.6
Cc1ccc(-c2csc(=Nc3cccnc3)n2CCCN2CCCC2=O)cc1C	0.8	-5	-0.9	6	-1.0	-2	-41	-5	0.5
CCCc1cnc(N2CCN(C(=S)NC)CC2)nc1	-1.9	-7	-0.8	-8	-0.6	5	-5	42	-0.2
O=C(O)c1nccnc1C(=O)Nc1ccc(Cl)cn1	-3.1	-4	-1.9	9	0.7	-11	1	37	-0.3
CSc1nc2ccc(S(=O)(=O)N3CCCCC3)cc2s1	1.0	-5	-2.9	1	-2.1	1	2	-18	-0.8
Cc1ccc(NC(=S)Nc2cc(C)on2)cc1	0.9	16	-0.9	2	-0.3	0	-10	4	-0.4
O=C(CO/N=C/c1ccc(OC(F)F)cc1)NC1CCCCCC1	-1.8	5	-2.2	-3	-0.9	-6	-22	-8	1.5
CC1CCCCN1C(=O)c1cc(Cl)ccc1[N+](=O)[O-] (stereo not given)	-4.0	2	-5.5	-7	-0.7	0	1	5	0.9
CCC(CC)C(=O)N(c1ccc(F)cc1)C1C=CS(=O)(=O)C1 (stereo not given)	-0.2	8	-0.9	-1	-0.8	-10	-6	-6	0.9
Cn1c(NNC(=O)/C=C/c2ccc3c(c2)OCO3)cc(=O)n(C)c1=O	2.1	13	-0.6	-2	1.4	-1	0	42	0.1
COc1cccc(CC(NC(C)=O)C(=O)NC2CCN(c3c(Cc4ccccc4)c(C)nc4ncnn34)CC2)c1 (stereo not given)	0.0	2	-1.6	-13	0.2	-8	-43	-18	5.1
Cc1ccc(CNC(=O)CN2C(=O)NC(C)(c3cccc(Br)c3)C2=O)cc1 (stereo not given)	2.0	4	-1.1	3	0.0	-9	-22	37	2.8
